aGal spleen mod = inhibits or activates alpha-galactosidase in human spleen homogenate; Potency, µM (doses to about 80 µM), without a hit: at the highest dose activity change, negative = inhibition, actives largely listed as inhibitors; P06280; AID 2107; human spleen homogenate, 4MU-alpha-Gal fluorescence, 40 min; 240,000 compounds, 0.008% hits;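 note: 0% = enzyme with vehicle and -100% = no enzyme basal signal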
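Fluorogenic readout (Ex 365/Em 440 nm) of 4-methylumbelliferone released from 1 mM 4-MU-alpha-galactoside by spleen homogenate, 40 min at 37C, pH 5.0. Data normalized to no-enzyme and enzyme controls; Hill-equation AC50 from compound titrations.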
ALDH1A1 block = blocks purified human ALDH1A1 activity. Purified ALDH1A1, NADH fluorescence, propionaldehyde substrate. Potency, µM (doses to about 75.3 µM), inactives show at the top dose activity, negative = inhibition, hits mostly inhibitors. 220,000 compounds, 7.3% hits. AID 1030; active = well fitted inhibition curve with a large enough effect, not every such curve was filed as active; inconclusive = small, poorly fitted or top-dose-only effect, or another doubt; inactive = no such curve, though single readings can be large or run the other way;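 note: plate controls were no enzyme wells and a reference inhibitor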
Target sequence (P00352 whole entry, looked up): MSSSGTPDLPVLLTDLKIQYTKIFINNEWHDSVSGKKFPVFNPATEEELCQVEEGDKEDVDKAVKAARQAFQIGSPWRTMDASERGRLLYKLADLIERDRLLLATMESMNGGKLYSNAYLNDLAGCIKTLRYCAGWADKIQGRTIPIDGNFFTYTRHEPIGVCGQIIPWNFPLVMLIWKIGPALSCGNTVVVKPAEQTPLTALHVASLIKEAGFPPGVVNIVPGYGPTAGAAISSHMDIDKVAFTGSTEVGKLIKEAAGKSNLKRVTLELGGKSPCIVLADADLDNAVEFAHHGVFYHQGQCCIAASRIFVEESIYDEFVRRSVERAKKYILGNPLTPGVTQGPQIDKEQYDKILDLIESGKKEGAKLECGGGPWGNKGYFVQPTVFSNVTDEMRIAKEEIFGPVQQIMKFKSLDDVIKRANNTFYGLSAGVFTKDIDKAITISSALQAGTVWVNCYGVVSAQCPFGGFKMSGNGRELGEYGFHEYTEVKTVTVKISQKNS
Tau FP inhib = tau fibrillization inhibition (FP) | P10636 | K18 P301L tau heparin fibrillization, Alexa594 FP, 6 h | Potency, µM (titrated, usually from 57.7 µM), without a hit: top-dose activity, negative = inhibition, hits mostly inhibitors | 280,000 compounds, 0.39% hits | AID 1468; note: nearly all actives have a fitted effect of over 55% in size
Target sequence (P10636 561-689 P618L limits assumed): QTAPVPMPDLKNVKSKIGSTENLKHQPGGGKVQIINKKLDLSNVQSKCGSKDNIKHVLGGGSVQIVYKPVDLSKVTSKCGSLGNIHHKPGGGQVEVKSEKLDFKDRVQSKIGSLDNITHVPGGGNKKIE
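Read-out: fluorescence polarization of Alexa 594-labeled tau (0.24 uM), 555 nm excitation, 632 nm emission. Mixtures held 15 uM unlabeled K18 P301L, compound and 20 uM heparin, pH 7 acetate buffer, incubated 6 hr at 37 C.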
TexasRed fluor = counter-screen for TRb-SRC2 inhibitors: fluorescence interference; TRb/SRC2 Texas Red total fluorescence interference; Potency, µM (highest dose often 106 µM), for inactives: top-dose fluorescence change, negative = quenching; 280,000 compounds, 0.29% hits; AID 1479; active = well fitted curve in either direction with a large enough effect; inconclusive = small, poorly fitted or top-dose-only effect
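Human TRβ ligand-binding domain (0.6 uM) and Texas Red SRC2 peptide (20 nM) in Tris buffer with 1 uM T3 and 5% DMSO were incubated with pinned compound for 5 hr at ambient temperature. Total fluorescence was computed as S + 2P (555/632 nm).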
L3MBTL1 block = L3MBTL1 (human) inhibition | Q9Y468 | AlphaScreen L3MBTL1–H3K9me1 peptide binding | Potency, µM (top dose mostly 57.1 µM), without a hit: at the top dose activity, negative = inhibition, most hits filed as inhibitors | 230,000 compounds, 0.66% hits | AID 485360; note: nearly all actives have a fitted effect of over 60% in size
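AlphaScreen assay: L3MBTL1 (50 nM final) was preincubated 30 min at room temperature with biotinylated H3(1-15)K9me1 peptide (75 nM final), then 30 min with library compounds; streptavidin donor and nickel chelate acceptor beads (10 ug/mL final) added, 30 min dark.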
TRb-SRC2 inh = disrupts binding of human TR beta to SRC2. P10828. TRbeta-SRC2 peptide binding, fluorescence polarization; receptor liganded with 1 µM T3. Potency, µM (series often up to 106 µM), inactives show at the top dose activity change, negative = inhibition, most hits filed as inhibitors. 280,000 compounds, 0.065% hits. AID 1469;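 note: plate controls were bound peptide for no effect and peptide without receptor for full effect; nearly all actives have a fitted effect of over 50% in size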
Target sequence (P10828 whole entry, looked up): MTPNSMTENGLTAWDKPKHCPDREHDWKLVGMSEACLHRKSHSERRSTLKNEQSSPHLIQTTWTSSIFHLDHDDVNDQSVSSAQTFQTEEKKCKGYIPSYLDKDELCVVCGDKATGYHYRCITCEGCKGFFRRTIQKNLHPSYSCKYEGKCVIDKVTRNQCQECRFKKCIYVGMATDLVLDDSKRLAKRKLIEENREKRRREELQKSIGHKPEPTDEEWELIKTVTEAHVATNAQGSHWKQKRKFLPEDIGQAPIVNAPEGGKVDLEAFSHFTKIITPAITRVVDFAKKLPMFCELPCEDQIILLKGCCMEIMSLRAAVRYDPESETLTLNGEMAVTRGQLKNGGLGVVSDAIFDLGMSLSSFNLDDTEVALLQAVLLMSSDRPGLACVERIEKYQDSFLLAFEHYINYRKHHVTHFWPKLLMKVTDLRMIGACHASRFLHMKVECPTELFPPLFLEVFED
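Decrease in fluorescence polarization of 20 nM Texas Red SRC2 coactivator peptide flagged inhibition of its binding to 0.6 uM TRb LBD; 1 uM T3 included, incubation 5 hr, ex 555/em 632 nm.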
Tau ThT inhib = inhibitors of human tau fibril formation, thioflavin T binding; P10636; recombinant tau K18 P301L, heparin-induced fibrillization, ThT fluorescence; Potency, µM (titrated, usually from 57.4 µM), without a hit: top-dose activity, negative = inhibition, actives largely listed as inhibitors; 270,000 compounds, 2.1% hits; AID 1460; note: nearly all actives have a fitted effect of over 55% in size
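In this qHTS, human K18 P301L tau is incubated with compound and heparin for 6 hr at 37 C, and Thioflavin T fluorescence then reports fibril load.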
Tau fluor cs = counter-screen for tau fibril formation inhibitors; 280,000 compounds, 0.93% hits; Potency, µM (highest dose often 57.7 µM), inactives show at the highest dose activity change, negative = decrease; tau K18 P301L Alexa594 fluorescence, heparin fibrillization; note: nearly all actives have a fitted effect of over 55% in size
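Human tau K18 P301L (15 uM unlabeled, 0.24 uM Alexa 594-labeled) in 100 mM sodium acetate pH 7 with 20 uM heparin, 6 hr at 37 C. ThT 30 uM added, 1 hr ambient; Alexa 594 FP and total fluorescence read at 555/632 nm.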
An asterisk follows results filed as active; ? = inconclusive; / = no result given; & = joins results of further samples; [ ] = another dose, or the depositor's remark. Unless noted, calls come from the whole dose curve; as a rule, active = well fitted curve in the direction sought with a large enough effect; inconclusive = small, poorly fitted or top-dose-only effect, or another doubt; inactive = no such curve, though single readings can be large; an effect the other way counts as inactive or inconclusive. Unless noted, % is set by controls: 0 for no effect and ±100 for the full control effect; potency is the fitted concentration of half-maximal effect.

entry | mol | aGal spleen mod | ALDH1A1 block | Tau FP inhib | TexasRed fluor | L3MBTL1 block | TRb-SRC2 inh | Tau ThT inhib | Tau fluor cs
1 | COc1ccc(N(CC(=O)Nc2ccc3c(c2)OCCO3)S(=O)(=O)c2c(C)noc2C)cc1 | -6% | ? | 0% | 1% | -2% | -6% | -4% | ?
2 | COc1ccccc1-c1c(C)nn2c(C)c(C(C)=O)cnc12 | -5% | 0% | 1% | -2% | 0% | 4% | 2% | 4%
3 | Cc1cc(NC(=O)CCCn2c(C)c3cnn(-c4ccccc4)c(=O)c3c2C)ccc1Br | / | / | -10% | -1% | / | 5% | -7% | ?
4 | CCCCn1c(N)c(N(CCC(C)C)C(=O)CSc2nnc3ccccn23)c(=O)[nH]c1=O | 2% | 9% | 3% | 1% | / | 1% | 3% | 0%
5 | O=[N+]([O-])c1c(N2CCN(CCO)CC2)nc2ccccn12 | 7% | -1% | -8% | 1% | -9% | 5% | -5% | -7%
6 | O=S1(=O)C[C@H]2NC(=S)N(c3ccccc3)[C@H]2C1 | -8% | 7% | -9% | -7% | 0% | 1% | 0% | 2%
7 | COCCNC(=O)c1onc(CSc2ccncc2)c1C(=O)NCCOC | -3% | / | 0% | 0% | / | -2% | 11% | 21%
8 | COC(=O)c1c(NS(=O)(=O)c2ccc(C)cc2)sc2c1CCC(C)C2 (stereo unspecified) | -4% | ? | -1% | -1% | 3% | 4% | ? | -27%
9 | COc1cccc(CC2CC(=O)N(CCc3ccc4c(c3)OCO4)C2=O)c1 (stereo unspecified) | 4% | ? | -13% | -2% | / | -5% | -14% | -20%
10 | Cc1ccc(NC(=S)N2CCN(c3ccccn3)CC2)c(C)c1 | 1% | 17% | 1% | -1% | 3% | 1% | -4% | -1%
11 | C=CCOC(=O)NC(c1ccc(F)c(F)c1)S(=O)(=O)c1ccc(Cl)cc1 (stereo unspecified) | 12% | 5% | 0% | 0% | / | 2% | -3% | -5%
12 | NC(=O)COC(=O)CNC(=O)c1ccc(Cl)cc1 | -2% | 2µM* | 3% | -1% | 2% | 0% | -5% | -2%
13 | Cc1[nH]nc(-c2ccc(OCc3cnn(-c4ccccc4)c3)cc2O)c1Oc1ccccc1F | -1% | -1% | ? | -1% | -3% | -6% | 7% | ?
14 | CCC(=O)N/N=C(\C)CC(=O)Nc1ccc2ccccc2c1 | -12% | -2% | -2% | -2% | 31%[activator] | -3% | 3% | -2%
15 | COc1ccc(OC)c(C2C(C(=O)N(C)C)=C(C)Nc3nc4ccccc4n32)c1 (stereo unspecified) | -5% | 4% | -2% | -1% | -3%[11.4 µM] | -9% | -11% | -3%
16 | COc1cccc(-c2nc(OC(C)C)c3ccccc3n2)c1 | 16% | 3% | ? | -1% | 28% | -8% | ? | -21%
17 | COC(=O)c1ccc(CSc2ncnc3c2nnn3-c2ccc(OC)cc2)o1 | 1% | ? | -1% | -1% | -3% | -24% | ? | -10%
18 | Cc1ccc(NC(=O)c2nc(S(C)(=O)=O)ncc2N(Cc2ccc(C(C)(C)C)cc2)Cc2ccco2)cc1C | / | / | -12% | 7% | / | 2% | -13% | -15%
19 | CCOC(=O)c1ccccc1NC(=O)C(=O)Nc1ccc2nc3n(c(=O)c2c1)CCCCC3 | / | / | 0% | 0% | / | 0% | -13% | -15%
20 | CCOc1ccc(C2CC(=O)c3c([nH]c(C(=O)OCC4CCCCC4)c3C)C2)cc1 (stereo unspecified) | / | / | 8% | 5% | / | 3% | -8% | -5%
21 | COc1ccc(C(=O)/C=C/Nc2ccc(S(=O)(=O)Nc3nc(C)cc(C)n3)cc2)c(OC)c1 | -15% | / | -5% | -2% | 2% | 1% | ? | -16%
22 | CN(C)c1ccc(C(=S)N2CCN(C(=S)Nc3ccc(Cl)cc3)CC2)cc1 | -4% | 6% | 5% | -3% | 10% | -7% | -1% | -29%
23 | CC(=O)c1cc2c(cc1NC(=O)CN1CCC(Cc3ccccc3)CC1)OCO2 | 5% | 363%[activator] | 9% | 3% | / | -5% | -13% | -5%
24 | COC(=O)CCCCCCCCC(=O)Nc1nc2ccccc2s1 | 6% | -3% | -4% | 1% | 3% | 6% | ? | -16%
25 | CCN(c1ccccc1)c1nc(=O)c2cccnc2s1 | 2% | 20µM* | 1% | -3% | 3% | -2% | -6% | -3%
26 | Cc1ccc2[nH]c3c(=O)n(CCN4CCOCC4)cnc3c2c1 | -12% | ? | 4% | 2%[53 µM] | 40%[activator] | -13%[53 µM] | 10% | 5%
27 | COc1cc(O)c(C(=O)c2ccccc2)cc1O | -9% | -12% | 14µM* | -4% | / | -7% | 7.9µM* | 13µM*[quencher]
28 | N#Cc1ccc(-c2ccccc2)nc1Sc1ccc(F)cc1 | -18% | -1% | -21% | -3% | 8% | -2% | -8% | -7%
29 | Cc1ccc(C(=O)NN2C(=O)C3C4C=CC(C5CC45)C3C2=O)cc1 (stereo unspecified) | 2% | 8% | 5% | 0% | / | -10% | -2% | 4%
30 | COc1ccccc1NC(=O)C[n+]1ccccc1 | -2% | 0% | -3% | 1% | 9% | -3% | 2% | 4%[2.34 µM]
31 | C/C(CCc1ccc2c(c1)OCO2)=N\NC(=O)c1ccc(C)cc1C | -1% | -11% | -7% | 0% | ? | -9% | 0% | 10%
32 | NC(=O)CSCc1ccc(Br)cc1 | -12% | 9% | 13% | 1% | / | -2% | 6% | 9%
33 | NCCC(O)(P(=O)(O)O)P(=O)(O)O | 7%&0% | -5% | -3% | -3%&-3% | / | -4%&1% | -6% | -1%
34 | CC(=O)C1=C(O)C(=O)N(c2ccc(S(N)(=O)=O)cc2)C1c1cccc([N+](=O)[O-])c1 (stereo unspecified) | 2% | 2% | 4% | -5% | -7% | -1% | -13% | -7%
35 | O=c1c(C(c2ccc(Cl)cc2)c2c(O)nc3n(c2=O)CCS3)c(O)nc2n1CCS2 | -2% | / | ? | -3% | -15% | -4% | ? | 8%
36 | CC(=O)Nc1ccc(/C=N/NC(=O)c2cc3ccccc3nc2C)cc1 | 16% | ? | 4% | -1% | -3% | -8% | -4% | -3%
37 | COc1ccccc1CC(=O)NCc1csc(-c2cccs2)n1 | -7% | / | 0% | -2% | -5% | 1% | -11% | -8%
38 | Cc1ccc(S(=O)(=O)/N=C(/Nc2c(C)n(C)n(-c3ccccc3)c2=O)c2ccc(Cl)cc2)cc1 | 10% | ? | -2% | -4% | -3% | -7% | -6% | -3%
39 | O=S(=O)(c1cccs1)N1CN(C2CCCCC2)c2nc3ccccc3nc21 | 7% | / | -11% | 0% | -12% | -9% | -6% | -22%
40 | O=C(NNC(=O)c1ccccc1Cl)c1cc2cc(OC(F)(F)F)ccc2[nH]1 | 0% | / | -14% | -4% | -11% | -3% | -21% | -12%

The last 4 records of the part before are carried over, then new ones follow.
entry | mol | aGal spleen mod | ALDH1A1 block | Tau FP inhib | TexasRed fluor | L3MBTL1 block | TRb-SRC2 inh | Tau ThT inhib | Tau fluor cs
37 | COc1ccccc1CC(=O)NCc1csc(-c2cccs2)n1 | -7% | / | 0% | -2% | -5% | 1% | -11% | -8%
38 | Cc1ccc(S(=O)(=O)/N=C(/Nc2c(C)n(C)n(-c3ccccc3)c2=O)c2ccc(Cl)cc2)cc1 | 10% | ? | -2% | -4% | -3% | -7% | -6% | -3%
39 | O=S(=O)(c1cccs1)N1CN(C2CCCCC2)c2nc3ccccc3nc21 | 7% | / | -11% | 0% | -12% | -9% | -6% | -22%
40 | O=C(NNC(=O)c1ccccc1Cl)c1cc2cc(OC(F)(F)F)ccc2[nH]1 | 0% | / | -14% | -4% | -11% | -3% | -21% | -12%
41 | OC[C@@H]1CCCN1Cc1nc(-c2cccs2)no1 | -5% | ? | 3% | -2% | 11% | 3% | -11% | -12%
42 | Cc1ccc(C)c(S(=O)(=O)N2CCN(C(C(=O)Nc3ccc(F)cc3)c3ccccc3)CC2)c1 (stereo unspecified) | -2% | 11µM* | -8% | -1%[53 µM] | -2% | 5%[53 µM] | 0% | -5%
43 | CC(=O)Nc1ccc(OCC[n+]2cccc(C(N)=O)c2)cc1 | -5% | 16% | 2% | -2% | -5% | -3% | -11% | -8%
44 | CCOC(=O)c1c(N)sc2c1C1CCN2CC1 | 3% | -10% | 10% | 1% | 4% | 5% | -7% | -6%
45 | CN(C)c1nc2ncn(Cc3ccccc3)c2c(=O)[nH]1 | 4% | / | -9% | 1% | 3% | -4% | -9% | -11%
46 | CCCCCc1nnc(NC(=O)Cn2cnc3ccccc3c2=O)s1 | -2% | 1% | 4% | -3% | 4% | 2% | 1% | -11%
47 | CCOc1ccc(CN2CCc3nc(Nc4ccc(OC)cc4OC)ncc3C2)cc1 | / | / | 4% | -1% | / | 3% | -14% | -29%
48 | CC(C)OC(=O)CSc1nnc(CNc2ccc(Cl)cc2)n1C | -9% | 2% | 4% | -1% | 0% | 0% | -1% | -7%
49 | O=C(Cn1c(=O)n(Cc2ccco2)c(=O)c2sc3ccccc3c21)Nc1ccccc1C(F)(F)F | / | / | -5% | 1% | / | -6% | 5% | -10%
50 | CC(C)Cn1cc(NC(=O)Nc2cccc(C(F)(F)F)c2)c2ccccc2c1=O | / | / | ? | ? | / | -20% | -10% | 8.9µM*[quencher]
51 | Cc1ccc(CNC(=O)c2coc(=O)c3ccccc23)o1 | 1% | ? | ? | 1% | 0% | 7% | ? | -17%
52 | CCOC(=O)c1c(C)c(C(=O)NCc2ccccc2OC)c(C)n1C | 4% | -2% | 1% | 0% | -3% | 1% | -23% | -12%
53 | COc1ccc(-c2cc(C(F)(F)F)nc(SCCC(=O)Nc3cccc(O)c3)n2)cc1 | / | / | 14µM* | 5% | / | 3% | 2% | ?
54 | Cc1ccc(NC(=O)Nc2cccc(C)n2)c(C)c1 | 1% | / | 0% | 0% | 2% | 2% | ? | -11%

Another view of 2 compounds above.
(10) Cc1ccc(NC(=S)N2CCN(c3ccccn3)CC2)c(C)c1
  aGal spleen mod: 1%; ALDH1A1 block: 17%; Tau FP inhib: 1%; TexasRed fluor: -1%; L3MBTL1 block: 3%; TRb-SRC2 inh: 1%; Tau ThT inhib: -4%; Tau fluor cs: -1%

(11) C=CCOC(=O)NC(c1ccc(F)c(F)c1)S(=O)(=O)c1ccc(Cl)cc1 (stereo unspecified)
  aGal spleen mod: 12%; ALDH1A1 block: 5%; Tau FP inhib: 0%; TexasRed fluor: 0%; L3MBTL1 block: /; TRb-SRC2 inh: 2%; Tau ThT inhib: -3%; Tau fluor cs: -5%
